# Source: PubChem (Broad Institute)
# RAD54 inh: inhibitors of human RAD54 branch migration, primary screen, biochemical, fluorescence, single point. inhibition, % at 10.4 µM. hit rate 0.14% among 360,000. RAD54 Holliday junction branch migration, FAM/BHQ fluorescence. DNA repair and recombination protein RAD54-like (Homo sapiens), Q92698;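 active = mean normalized replicate activity at least 40 and at least half of replicates scoring 40 or more; inconclusive = only one of the two criteria met; inactive = mean below 40 and under half of replicates reaching 40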;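 note: 0% = median of neutral control wells and 100% = median of positive control wells; inhibitors cause a drop in the FAM fluorescence signal; in these data hits start at about 50%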
# Casp6 inh: human caspase-6 inhibitors, primary screen, biochemical, VEID-R110 fluorescence, single point, set 2; P55212; purified caspase-6, Z-VEID-R110 cleavage fluorescence; inhibition, % at 12.5 µM; hit rate 0.53% among 350,000;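 active = mean inhibition across replicates at least about 35%, with every replicate also reaching that limit, limit read from the data; inconclusive = only one of the two criteria met; inactive = neither criterion met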;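 note: 0% = median of neutral control wells and 100% = no fluorescence left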
# Target sequence (P55212 24-179 limits assumed): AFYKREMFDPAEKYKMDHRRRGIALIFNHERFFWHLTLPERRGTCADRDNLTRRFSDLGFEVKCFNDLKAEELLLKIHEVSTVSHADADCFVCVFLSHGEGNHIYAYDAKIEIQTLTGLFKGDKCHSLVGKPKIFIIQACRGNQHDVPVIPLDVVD
# Target sequence (P55212 194-293 limits assumed): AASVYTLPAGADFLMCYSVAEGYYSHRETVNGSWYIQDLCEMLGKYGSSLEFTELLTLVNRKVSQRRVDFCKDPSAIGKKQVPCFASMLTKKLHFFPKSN
# E-sel inducer: E-selectin induction in HUVECs, primary screen, imaging, HUVEC, immunofluorescence imaging, single point | P16581 | normalized: neutral wells 0, TNF-alpha wells 100 | activation, % at 7.58 µM | AID 686992, 2013 | hit rate 0.37% among 260,000;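 active = mean E-selectin-positive cell signal at least 10% of the positive control, reached in at least 60% of replicates, without over 20% cell loss; inconclusive = no rule given, readout overlaps actives, possibly toxicity-flagged; inactive = the rest, including those meeting only one limit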;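 note: in these data hits start at about 27%; measured in HUVEC primary endothelial cells; signal is the percent of cells scored E-selectin positive by PE staining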
#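 Read-out: % PE-positive cells | Test system: HUVEC | Doses: One compound dose added by pin transfer | Buffer or medium: EGM-2 over gelatin coat | Signal: Immunofluorescence imaging | Benchmarks: TNF-alpha, DMSO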
# RAD52 inh: RAD52 DNA annealing inhibitors, primary screen, biochemical, FRET, single point, set 2. DNA repair protein RAD52 homolog (Homo sapiens), P43351. recombinant RAD52 DNA annealing, FRET fluorescence. inhibition, % at 18.7 µM. hit rate 0.46% among 360,000. AID 651710, 2012;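 active = every replicate showing at least 50% inhibition; inconclusive = mean inhibition at least 50% but not in every replicate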
# ERp5 inh: inhibitors of ERp5-driven insulin aggregation, primary screen, biochemical, turbidity, absorbance 650 nm, single point; Protein disulfide-isomerase A6 (Homo sapiens), Q15084; 90 min; inhibition, % at 9.99 µM; hit rate 0.05% among 350,000;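 active = mean replicate inhibition above about 25%, with every replicate also reaching it, limit read from the data, passing the limit was not always enough; inconclusive = only one of those two criteria met; inactive = neither criterion met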
# Target sequence (Q15084 whole entry, looked up): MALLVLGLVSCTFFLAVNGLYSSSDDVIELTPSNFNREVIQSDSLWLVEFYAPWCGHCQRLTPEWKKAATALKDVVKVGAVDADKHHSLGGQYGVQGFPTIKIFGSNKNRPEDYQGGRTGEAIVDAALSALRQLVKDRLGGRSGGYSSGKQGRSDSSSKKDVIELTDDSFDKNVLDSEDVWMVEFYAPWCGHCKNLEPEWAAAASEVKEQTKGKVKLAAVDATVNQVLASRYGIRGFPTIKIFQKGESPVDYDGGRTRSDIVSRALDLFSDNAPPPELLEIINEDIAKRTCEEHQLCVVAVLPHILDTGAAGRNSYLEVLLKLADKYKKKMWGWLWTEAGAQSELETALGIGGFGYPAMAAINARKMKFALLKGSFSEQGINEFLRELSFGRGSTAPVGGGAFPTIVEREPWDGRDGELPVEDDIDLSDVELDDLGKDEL
# PglD DTNB: C. jejuni PglD acetyltransferase inhibitors, primary screen, biochemical, DTNB colorimetric, single point; UDP-N-acetylbacillosamine N-acetyltransferase PglD (Campylobacter jejuni); purified PglD enzyme, DTNB colorimetric CoA detection; inhibition, % at 12.5 µM; hit rate 0.098% among 360,000; AID 602405, 2012; in the data active = inhibition above about 16%, passing the limit was not always enough; inconclusive = no clear call, values can overlap the other calls; note: strong numbers were not always called active
# esBAF inh: Bmi1 luciferase reporter increase in mESCs, primary screen, esBAF inhibitor project, mouse ES cells, Bmi1 luciferase knock-in, single point; 24 h; 100% = twice the neutral-well signal; reporter increase, % at 12.5 µM; hit rate 2% among 350,000; AID 602393, 2012; in the data active = activation above about 40%; inconclusive = no clear call, values can overlap the other calls;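 note: 0% = median of the plate's neutral control wells and 100% = double that signal; a rise in the Bmi1 reporter signal indicates esBAF inhibition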
# ARNT TACC3 PPI: disruptors of ARNT/TACC3 protein interaction, primary screen, biochemical, AlphaScreen, single concentration. AlphaScreen His-ARNT PAS-B/GST-TACC3 binding, luminescence; TACC3 fragment carries E629A point mutation. AID 623870, 2012. hit rate 0.66% among 390,000. inhibition, % at 9.99 µM;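 active = mean inhibition of replicates at least 50% and at least half of replicates each reaching 50%; inconclusive = half or more replicates reach 50% but mean below 50%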;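 note: 0% = complete ARNT plus TACC3 wells and 100% = ARNT alone without TACC3; many hits fall short of the cut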
# The depositor's hits bear a star; ? = inconclusive; . = not tested or not shown.
# The opening three records as a preview:
SMILES,RAD54 inh,Casp6 inh,E-sel inducer,RAD52 inh,ERp5 inh,PglD DTNB,esBAF inh,ARNT TACC3 PPI
CNC[C@@H]1Oc2ccc(NS(=O)(=O)c3cn(C)cn3)cc2CC(=O)N([C@@H](C)CO)C[C@H]1C,17,8,0.0,1,-3,1,-7,-3
Cc1ccc(S(=O)(=O)N(C)C[C@@H]2OCCCC[C@H](C)Oc3ccc(NC(=O)Nc4ccc(C(F)(F)F)cc4)cc3C(=O)N([C@H](C)CO)C[C@@H]2C)cc1,-1,1,.,-6,3,5,-2,-3
C[C@@H]1CN([C@H](C)CO)C(=O)Cc2cc(NC(=O)CCN3CCOCC3)ccc2O[C@H]1CN(C)S(=O)(=O)c1ccccc1,-8,1,-3.2,-12,-4,-5,-2,-12

# This part in full, repeating the preview:
SMILES,RAD54 inh,Casp6 inh,E-sel inducer,RAD52 inh,ERp5 inh,PglD DTNB,esBAF inh,ARNT TACC3 PPI
CNC[C@@H]1Oc2ccc(NS(=O)(=O)c3cn(C)cn3)cc2CC(=O)N([C@@H](C)CO)C[C@H]1C,17,8,0.0,1,-3,1,-7,-3
Cc1ccc(S(=O)(=O)N(C)C[C@@H]2OCCCC[C@H](C)Oc3ccc(NC(=O)Nc4ccc(C(F)(F)F)cc4)cc3C(=O)N([C@H](C)CO)C[C@@H]2C)cc1,-1,1,.,-6,3,5,-2,-3
C[C@@H]1CN([C@H](C)CO)C(=O)Cc2cc(NC(=O)CCN3CCOCC3)ccc2O[C@H]1CN(C)S(=O)(=O)c1ccccc1,-8,1,-3.2,-12,-4,-5,-2,-12
O=C(CS(=O)(=O)c1ccccc1)N1CCCCCC1,-2,.,.,.,.,-3,21,0
CC(C)(C)OC(=O)NC(CCCCNC=O)C(=O)O (centres undefined),-2,.,.,.,.,0,-2,-7
CC1CC(C)CN(c2oc(-c3ccccc3Cl)nc2C#N)C1 (centres undefined),-9,1,.,-6,-4,-4,-5,0
C/C=C/c1ccc2c(c1)O[C@@H](CN(C)C(=O)Cc1ccccc1)[C@H](C)CN([C@@H](C)CO)S2(=O)=O,-11,-1,-0.3,10,-2,3,-7,-14
Cc1ccccc1OCC(=O)O/N=C(\N)Cc1cccs1,-3,.,.,.,.,2,32,-34
Cc1ccnc(NCc2ccccc2O)c1,-5,0,0.0,-12,1,3,15,-3
Cc1ccc(-c2ccc([C@@H]3[C@H](CO)N4CCCCN(C(=O)Nc5cccc(F)c5)C[C@@H]34)cc2)cc1,3,1,.,39,-4,-2,.,19
Cc1cc(NC(=O)CSc2nc(-c3cccs3)cc(C(F)(F)F)n2)no1,0,.,.,.,.,7,-4,-7
O=C(N/N=C/c1cc(Br)c(Br)s1)c1ccncc1,-3,-2,0.0,4,?,-1,-13,0
C/C(=N\Nc1ccc(F)cc1F)c1ccccc1O,1,-2,0.0,1,0,6,-8,-2
O=C(NCc1ccc(F)cc1)C(c1ccccc1)N(C(=O)c1csnn1)c1ccccc1 (centres undefined),-1,5,0.9,0,2,-4,4,.
COc1ccc(CC(=O)Nc2ccc3c(c2)OCO3)cc1S(=O)(=O)N1CCOCC1,-8,.,.,.,.,-1,-6,-1
C[C@@H](C(=O)NCc1ccco1)N1C(=O)N2CCc3c([nH]c4ccccc34)[C@@]2(C)C1=O,10,-3,.,-9,2,4,12,-10
N#CCCN1CCN(Cc2cc(-c3ccccc3)ccc2O)CC1,8,.,.,.,.,7,-13,-1
CCCC#Cc1ccc2c(c1)O[C@@H](CN(C)C(=O)c1ccccn1)[C@@H](C)CN([C@@H](C)CO)S2(=O)=O,-4,-1,-0.2,6,-8,-1,3,.
Cc1nc(N2CCN(c3ccccn3)CC2)c2c(C)c(C(=O)N3CCN(c4ccc(F)cc4)CC3)sc2n1,10,-1,-0.1,-3,3,4,-3,.
CN(Cc1ccccc1)c1nc(-c2cccc([N+](=O)[O-])c2)nc2ccccc12,-1,.,0.5,.,.,-6,-4,-5
CSc1ncccc1C(=O)NC1CCCCCC1,.,-1,0.1,-1,2,.,.,-3
COc1ccc(-n2nnnc2SCC(=O)Nc2cccc(O)c2)cc1,8,1,.,-13,2,-4,2,-4
O=c1[nH]c(-c2ccccc2)nc2sc(-c3ccccc3)cc12,.,1,0.1,7,-5,.,.,2
CCCN1[C@H](C(=O)NC2Cc3ccccc3C2)[C@@H](CO)[C@@H]2Cn3c(ccc(C4=CCCC4)c3=O)[C@@H]21,-4,0,-0.5,-58,-7,-1,2,11
CC1CCN(C(=O)Cn2cc(SCC(=O)NCC3CCCO3)c3ccccc32)CC1 (centres undefined),.,6,.,-3,-8,.,.,-16
O=C(NCc1ccccc1)[C@H]1CCCN1C(=O)[C@H]1CCCN1C(=O)c1ccc(F)cc1F,.,-1,0.0,3,4,.,.,.
CCOC(=O)CN(C)Cc1cn(C)nc1-c1ccc(Oc2ccccc2)cc1,-2,0,0.1,-9,-1,2,-7,-3
COc1cccc2c1OC[C@@H](CO)[C@H]2N(C)C(=O)Nc1ccccc1,.,1,.,-5,1,.,.,-1
CS(=O)(=O)N1[C@H](CO)[C@@H](c2ccc(C#Cc3cccc(F)c3)cc2)[C@@H]1C#N,6,0,0.0,-107,1,2,-30,-21
Nc1sc2c(c1C(=O)NCCc1ccccc1)CCCC2,.,1,0.4,-30,-4,.,.,.
COc1ccc(C2=NOC(Cn3nc(C(=O)NCc4ccc(C)cc4)cc3-c3ccccc3)C2)cc1 (centres undefined),-2,-1,-0.2,-13,0,-2,1,-3
Cc1ccc(-c2cc(C(=O)N/N=C/c3c(C)nn(-c4ccccc4)c3C)n[nH]2)s1,5,-1,.,-21,3,0,-14,0
CCc1ccc(C(C(=O)NCCOC)N(C(=O)Cn2nnc3ccccc32)c2cccnc2)cc1 (centres undefined),-4,.,0.2,.,.,-1,14,-3
Cc1ccccc1-c1ccnc2[nH]n(-c3ccccc3)c(=O)c12,2,-2,-0.1,-25,4,-6,7,-4
CCCCNC(=O)c1onc(CSc2cccc(OC)c2)c1C(=O)NCCCC,-7,3,-0.2,-4,6,-2,-4,-6
CCOC(=O)C1CCCN(c2c(NCCc3cccc(C)c3)c(=O)c2=O)C1 (centres undefined),.,-2,0.2,2,-5,.,0,16
CCCCn1c(N)c(N(CC)C(=O)c2cc(Br)ccc2Cl)c(=O)[nH]c1=O,.,-2,.,-28,3,.,.,-4
C[C@H](CO)N1C[C@H](C)[C@H](CN(C)S(=O)(=O)c2ccc(Cl)cc2)Oc2c(NC(=O)C3CC3)cccc2C1=O,-2,-1,-0.4,-1,4,0,7,6
O=C(NNC(=O)c1ccccc1O)c1ccc(NS(=O)(=O)c2ccc(F)c(F)c2)cc1,.,5,0.0,-16,3,.,.,8
CNC[C@@H]1Oc2ccc(NC(=O)NC3CCCCC3)cc2C(=O)N([C@@H](C)CO)C[C@H]1C,-3,4,-0.1,1,0,1,2,4
CS(=O)(=O)c1ccc(Cl)c(NC(=O)CSc2n[nH]c(N)n2)c1,-10,0,-0.1,-1,0,10,1,-16
COc1ccc(C(=O)Nc2ccc(S(=O)(=O)N3CCCC3)cc2)cc1[N+](=O)[O-],5,0,.,-16,-11,0,7,0
COc1ccc(Cc2nn3c(-c4cc(OC)c(OC)c(OC)c4)nnc3s2)cc1,-18,.,.,.,.,-1,-3,-2
O=C(NCCS(=O)(=O)c1ccc(Br)cc1)c1ccc(F)cc1,-5,2,-0.1,-5,1,8,7,-22
CCC(=O)N1CC2(C1)[C@@H](c1ccccc1)[C@H](CO)N2CC1CCOCC1,.,1,0.0,-5,5,.,.,.
CCNC(=O)C1(C)CCCN1C(=O)c1ccc2c(c1)OCO2 (centres undefined),-9,-3,-0.1,8,-1,1,1,.
O=C(c1cccnc1)N1CCN(C/C=C/c2ccccc2)CC1,.,-4,4.0,-10,-1,.,.,3
CO[C@@H]1CN(C)C(=O)c2cc(NC(=O)NC(C)C)ccc2OC[C@@H](C)N(Cc2ccc(-c3ccccn3)cc2)C[C@@H]1C,-1,-1,0.0,6,10,1,15,-6
O=C(COC(=O)/C=C/c1cccc(F)c1)NC(=O)NCc1ccccc1,6,-4,1.3,-2,6,3,0,-9
Cc1occc1-c1nnc(SCC(=O)NC2CCCCC2C)o1 (centres undefined),-4,1,-0.1,-9,-4,-4,-3,0
CCCNC(=O)N1CC2(CN(S(=O)(=O)CC)C2)c2c(n(C)c3cc(OC)ccc23)[C@@H]1CO,.,0,0.9,5,4,.,.,.
CC(=O)NS(=O)(=O)c1ccc(NC(=O)c2cc(-c3ccc(C)c(C)c3)nc3ccccc23)cc1,2,.,.,.,.,2,-1,-7
Cc1ccc(C(=O)Nc2ccccc2C(=O)NCC2CCCO2)cc1 (centres undefined),-4,-2,-0.1,-17,3,-1,-2,-3
CCOC(=O)c1c(NC(=O)C2COc3ccccc3O2)sc(C)c1C (centres undefined),8,.,.,.,.,-6,-8,-4
CCc1ccc(C(=O)C(C)OC(=O)Cn2[nH]c(=O)c3ccccc3c2=O)cc1 (centres undefined),-6,1,.,-14,5,-7,-1,4
COc1ccc(C(=O)Cn2nnc(-c3ccccc3NC(=O)c3ccco3)n2)cc1,2,.,.,.,.,0,4,1
COc1ccc(NC(=O)Nc2ccc3c(c2)C(=O)N([C@H](C)CO)C[C@H](C)[C@H](CN(C)Cc2ccccc2)O3)cc1,-3,-4,0.0,3,-1,-2,-2,5
COC(=O)[C@]12CCCCC=C1N(Cc1ccc(Cl)cc1Cl)C(=O)[C@H](CC(=O)NCCCCc1ccccc1)C2,.,0,-0.1,-2,-1,.,.,.
CCCn1c(N)c(N(CCOC)C(=O)CSCC(=O)Nc2ccc(C)cc2)c(=O)[nH]c1=O,-18,-1,-0.3,-3,-11,4,-6,-8
COc1ccc(C(=O)CC(Sc2ccccc2N)c2ccc(OC)cc2)cc1 (centres undefined),7,0,0.2,-4,-7,3,.,.
# Next structures.
SMILES,RAD54 inh,Casp6 inh,E-sel inducer,RAD52 inh,ERp5 inh,PglD DTNB,esBAF inh,ARNT TACC3 PPI
Oc1cc(Nc2cccnc2)cc2cccnc12,2,36*,-0.3,-26,-5,1,-48,58*
CC12CN3CC(C)(CN(C1)C3c1ccc(F)cc1)C2 (centres undefined),-2,-2,0.1,-9,4,-2,-5,12
COc1ccc(OC(=O)OCc2ccccc2)cc1,-6,-2,-0.1,-13,3,-1,.,.
Cc1noc(C)c1S(=O)(=O)Nc1ccc2c(c1)C(=O)N([C@@H](C)CO)C[C@H](C)[C@H](CN(C)CC1CCCCC1)OCCCC[C@@H](C)O2,1,-1,2.3,0,0,2,7,0
Cc1ccc(N2C(=O)[C@@H]3Cc4ccccc4CN3C2=O)cc1,-3,.,.,.,.,0,55*,-2
CCC(=O)N1C[C@H](C)[C@H](OC)CN(C)C(=O)c2ccc(NC(=O)C3CCCCC3)cc2OC[C@@H]1C,0,-1,-0.3,-2,6,2,3,-2
COc1ccc(-c2nc(N)n(C(C)=O)n2)cc1,-1,.,.,.,.,4,9,-3
CCNC(=O)C[C@H]1CC[C@@H]2[C@H](COC[C@@H](O)CN2C(=O)Nc2cccc(OC)c2)O1,9,-1,-0.1,-20,2,1,4,1
